Assay outcomes deposited in PubChem BioAssay by several laboratories.
Diaphorase act – diaphorase activation or chemical reduction counter-screen. Diaphorase/resazurin coupled assay, resorufin fluorescence, 16 min; stronger effect = higher value; 1 = vehicle wells, 0 = NADH-free wells. activation factor at 20 µM. hit rate 0.005% among 190,000. AID 1229;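 active = diaphorase activity raised at least twofold by the compound at 20 µM; inactive = activation factor below 2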
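test system = bacterial diaphorase enzyme (C. kluyveri) | quantity = enzyme 0.07 U/mL final | reagent = NADH substrate 0.114 mM plus resazurin dye 0.1 mM, final | incubation = 16 min enzyme reaction, ambient temperature | buffer or medium = HEPES pH 7.4 buffer with MgCl2 and Tween 20 | signal = fluorescence of resorufin, 544 nm excitation, 590 nm emission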
TNAP inh noacc – blocks human TNAP activity with no phosphate acceptor present. P05186. purified TNAP, CDP-star luminescence, 30 min. inhibition, % at 20 µM. hit rate 0.26% among 200,000;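 active = tissue-nonspecific alkaline phosphatase inhibition above about 50% at 20 µM in the single-dose screen, limit read from the data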;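 note: 0% = DMSO negative control and 100% = EDTA positive control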
Target sequence (P05186 whole entry, looked up): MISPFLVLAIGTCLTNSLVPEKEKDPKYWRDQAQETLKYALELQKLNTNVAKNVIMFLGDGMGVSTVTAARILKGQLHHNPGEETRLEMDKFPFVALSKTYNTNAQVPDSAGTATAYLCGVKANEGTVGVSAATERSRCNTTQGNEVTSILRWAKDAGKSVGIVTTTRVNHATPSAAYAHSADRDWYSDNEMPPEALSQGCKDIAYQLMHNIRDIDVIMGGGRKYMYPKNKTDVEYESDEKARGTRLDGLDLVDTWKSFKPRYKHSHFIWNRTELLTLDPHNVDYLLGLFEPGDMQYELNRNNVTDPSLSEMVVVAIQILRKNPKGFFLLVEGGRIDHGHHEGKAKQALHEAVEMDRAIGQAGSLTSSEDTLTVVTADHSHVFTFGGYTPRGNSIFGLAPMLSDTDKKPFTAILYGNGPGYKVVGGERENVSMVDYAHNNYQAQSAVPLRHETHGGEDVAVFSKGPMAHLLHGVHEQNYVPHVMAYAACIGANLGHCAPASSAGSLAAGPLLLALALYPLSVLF
Diaphorase inh – diaphorase inhibition or chemical oxidation counter-screen | inhibition, % at 20 µM | hit rate 0.69% among 190,000 | diaphorase resazurin-to-resorufin fluorescence, NADH, 16 min; bacterial (C. kluyveri) enzyme, not human;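 active = primary screen inhibition at 20 µM above a set limit, cut at about 50% in these data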;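 note: plate controls were DMSO with full reaction for no effect and wells lacking NADH for full effect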
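System: Bacterial diaphorase enzyme (C. kluyveri) | Incubation: 16-min room-temperature incubation before reading | Benchmarks: No-NADH positive control and DMSO neutral control | Measured by: Resorufin fluorescence 544/590 nm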
PMI act satM6P – activators of human phosphomannose isomerase at near-saturating mannose 6-phosphate; activation factor at 20 µM; coupled PMI enzyme assay, resazurin fluorescence, 20 min; stronger effect = higher value; 1 = untreated enzyme, 0 = substrate-free blank; AID 1216; P34949; hit rate 0.34% among 190,000;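 active = activation factor of 2 or more at 20 µM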
Target sequence (P34949 whole entry, looked up): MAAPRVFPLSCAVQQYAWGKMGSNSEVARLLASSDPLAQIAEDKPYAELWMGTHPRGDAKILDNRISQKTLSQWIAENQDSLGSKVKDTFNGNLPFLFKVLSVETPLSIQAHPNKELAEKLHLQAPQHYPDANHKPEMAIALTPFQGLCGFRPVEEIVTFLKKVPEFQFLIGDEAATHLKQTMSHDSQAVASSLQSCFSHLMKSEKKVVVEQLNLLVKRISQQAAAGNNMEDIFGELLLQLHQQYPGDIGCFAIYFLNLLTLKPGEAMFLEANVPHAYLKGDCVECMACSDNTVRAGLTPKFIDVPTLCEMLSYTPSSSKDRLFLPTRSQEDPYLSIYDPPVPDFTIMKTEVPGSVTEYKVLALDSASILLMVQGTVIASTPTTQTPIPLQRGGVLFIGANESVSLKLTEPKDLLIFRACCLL
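Material: human phosphomannose isomerase with PGI, G6PDH, diaphorase coupling enzymes. Quantity: 15 ng/mL PMI. Medium: HEPES pH 7.4 buffer with MgCl2 and Tween-20. Reagent: Near-saturating mannose-6-phosphate, 1.0 mM. Compound: 20 µM single dose. Times: enzyme reaction with compound 20 min at room temperature. Detection: resorufin fluorescence at Ex 544/Em 590 nm.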
L major viab – reduces viability of Leishmania major promastigotes; resazurin fluorescence viability; inhibition, % at 10 µM; hit rate 9% among 200,000; AID 1063; in the data active = inhibition above about 50%;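 note: promastigotes grown with compound for 44 hours at 28 °C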
TNAP inh hiacc – blocks human TNAP under high phosphate acceptor concentration; purified TNAP, CDP-star luminescence, 1 M DEA; hit rate 0.03% among 200,000; P05186; inhibition, % at 20 µM;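 active = over 50% inhibition of tissue-nonspecific alkaline phosphatase at 20 µM in the single-dose screen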;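 note: plate controls were DMSO wells for no effect and EDTA-quenched wells as full inhibition for full effect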
bIAP inh – blocks bovine intestinal alkaline phosphatase activity | purified bovine IAP, CDP-star luminescence, 30 min | inhibition, % at 20 µM | 190,000 tested, under 10 active | AID 1019;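 active = over 50% inhibition of intestinal alkaline phosphatase at 20 µM in the single-dose screen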
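System: Purified bovine intestinal alkaline phosphatase (IAP) enzyme | Input: IAP diluted 1/65,000,000 in the well | Also added: CDP-star chemiluminescent phosphatase substrate, 30 µM final | Dosing: 20 µM single dose | Times: Enzyme reaction for 30 min at room temperature | Detection: Luminescence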
TNAP act hi DEA – activators of human TNAP at high phosphate acceptor concentration; AID 1136; purified TNAP, CDP-star luminescence, 1 M DEA, 30 min; stronger effect = higher value; 0 = EDTA background, 1 = DMSO-only activity; 200,000 tested, under 10 active; activation factor at 20 µM; P05186;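 active = activation factor at least 2 at 20 µM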
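Test system – human TNAP · Doses – 20 µM single point · Incubation – 30 min, room temperature · Signal – luminescent substrate turnover signal · Read-out basis – activation factor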
bIAP act – increases bovine intestinal alkaline phosphatase activity; purified bovine IAP, CDP-star luminescence, 30 min; stronger effect = higher value; fold of DMSO-control signal, blank-subtracted; activation factor at 20 µM; hit rate 0.17% among 200,000; AID 1016;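 active = activation factor of 2 or more at 20 µM, a signal rise over negative controls twice the positive control's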
PMI act – activators of human phosphomannose isomerase; AID 1214; activation factor at 20 µM; hit rate 0.005% among 190,000; purified human PMI, coupled resazurin fluorescence, 20 min; stronger effect = higher value; 1 = vehicle control, 0 substrate-free wells; P34949;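 active = activation factor of 2 or more at 20 µM, relative to plate controls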
Starred values were filed as active, the others as inactive.

SMILES | Diaphorase act | TNAP inh noacc | Diaphorase inh | PMI act satM6P | L major viab | TNAP inh hiacc | bIAP inh | TNAP act hi DEA | bIAP act | PMI act
COc1ccc(CCn2c(NCc3ccco3)nc3c2c(=O)[nH]c(=O)n3C)cc1 | 1.1 | 3.7 | -14.8 | 1.1 | 6.0 | -6.6 | 9.5 | 1.1 | 0.9 | 1.1
O=[N+]([O-])c1ccc(N2CCCCC2)cc1N1CCOCC1 | 0.9 | 10.1 | 12.4 | 1 | 0.1 | 14.9 | 30.1 | 0.9 | 0.7 | 1
CCOC(=O)Cc1cc(=O)n2[nH]c(C)c(-c3ccc(OC)cc3)c2n1 | 0.9 | 5.6 | 14.5 | 0.9 | -2.4 | 0.5 | -7.7 | 1 | 1.1 | 0.9
Cn1nc(C(=O)Nc2ccc(S(=O)(=O)N3CCCCC3)cc2)c2ccccc2c1=O | 0.8 | -3.7 | 15.7 | 0.7 | 25.9 | 0.4 | -5.3 | 1 | 1.1 | 1
Cn1ncc(Br)c1C(=O)NC1C2CC3CC(C2)CC1C3 (centres undefined) | 0.9 | 0.7 | 12.7 | 0.9 | 4.0 | 1.2 | 3.7 | 1 | 1 | 0.9
CCCCOCCCNC(=O)N[C@H](C(=O)OC)C(C)C | 0.9 | -11.4 | 12.4 | 0.9 | -4.8 | -5.2 | 8.9 | 1.1 | 0.9 | 0.9
O=C(O)CSCC(=O)NCc1ccccc1 | 0.9 | -9.9 | 9.5 | 1 | 2.8 | -0.7 | -1.4 | 1 | 1 | 1
COc1ccc(C(=O)NC(=S)NCCc2ccccc2)cc1 | 0.8 | -7.9 | 25.0 | 0.9 | 7.2 | -3.2 | -1.9 | 1 | 1 | 0.8
COc1ccc(OC)c(Nc2nc(N)nc(-c3cc4ccccc4o3)n2)c1 | 0.9 | -6.2 | 9.2 | 0.9 | -5.2 | -2.5 | 3.1 | 1 | 1 | 0.9
CCc1ccc(OCC(=O)N2c3ccccc3CCc3ccccc32)cc1 | 0.7 | -6.2 | 26.9 | 0.9 | 20.8 | -4.8 | 7.0 | 1 | 0.9 | 0.8
COc1ccc(N(CC(=O)N2c3ccccc3CC2C)S(=O)(=O)c2c(C)noc2C)cc1 (centres undefined) | 0.8 | -9.1 | 23.0 | 0.9 | 22.2 | -5.1 | 3.5 | 1.1 | 1 | 0.9
CCCOc1ccc(C2C(=O)N(C3CCCCC3)CC(=O)N2CCCOCC)cc1OC (centres undefined) | 1 | -4.6 | 4.7 | 0.9 | -3.8 | 1.7 | -2.4 | 1 | 1 | 1
Cc1ccccc1S(=O)(=O)Nc1nc2ccccc2nc1Cl | 1 | 0.9 | 0.2 | 1 | -3.5 | 1.5 | 21.5 | 1 | 0.8 | 1.2
O=C(O)CCC(=O)N1CCc2cc(S(=O)(=O)N(CCc3ccccc3)Cc3ccccc3)ccc21 | 0.9 | -11.9 | 10.1 | 1 | 17.3 | -6.0 | 6.4 | 1.1 | 0.9 | 1
O=C(CNC(=S)N(Cc1ccccc1)Cc1cccnc1)NCCc1ccccc1 | 0.8 | -24.5 | 22.2 | 0.9 | 29.1 | -7.5 | 6.5 | 1.1 | 0.9 | 0.8
CC(=O)NC(=S)Nc1ccccc1C(=O)Nc1ccccc1 | 0.9 | -173.3 | 9.9 | 1 | -2.2 | -3.5 | -39.9 | 1 | 1.4 | 0.9
CCOC(=O)CSc1nnc(CCCCCN2C(=O)c3cccc4cccc(c34)C2=O)o1 | 0.9 | 1.1 | 14.6 | 1 | 39.5 | -8.0 | 8.0 | 1.1 | 0.9 | 1
Cn1c(N)c(S(=O)(=O)N2CCN(C(=O)c3ccco3)CC2)c(=O)n(C)c1=O | 0.9 | -6.8 | 5.6 | 1 | -4.5 | -1.0 | -8.9 | 1 | 1.1 | 1.1
COc1cc(C(C)=O)ccc1Oc1ncnc2c1cnn2-c1ccc(C)c(C)c1 | 1 | 17.1 | -1.3 | 1.1 | -1.1 | -3.2 | 10.2 | 1 | 0.9 | 1
Cc1ccc(-c2cc(C(=O)Nc3cc(C)ccc3C)[nH]n2)c(O)c1 | 1.1 | -17.2 | -11.4 | 1.2 | -6.2 | -2.4 | 9.1 | 1 | 0.9 | 1.1
COC(=O)CNC(=O)Cn1nc(C)c([N+](=O)[O-])c1C | 1 | -10.3 | 2.4 | 1 | -7.8 | -3.0 | -1.8 | 1 | 1 | 1
COc1cc(CN2CCN(c3cccc(C)c3C)CC2)cc(Br)c1O | 0.7 | -6.3 | 26.6 | 0.9 | 95.4* | -2.1 | 8.2 | 1 | 0.9 | 0.8
NSc1nc(N)c2nc(-c3ccccc3)c(-c3ccccc3)nc2n1 | 0.9 | -12.8 | 6.6 | 1.4 | 19.5 | 0.1 | -3.5 | 1 | 1 | 1.2
CC(=O)Nc1ccc(S(=O)(=O)NCC2CCC(C(=O)NCCC3=CCCCC3)CC2)cc1 (centres undefined) | 0.9 | -14.4 | 13.0 | 1 | -6.0 | -7.9 | -5.1 | 1.1 | 1.1 | 0.9
O=C(CNc1cccc2ccccc12)N/N=C/c1ccc([N+](=O)[O-])cc1 | 0.7 | -6.0 | 28.8 | 0.8 | -5.1 | 2.6 | -0.4 | 1 | 1 | 0.8
O=C(CCN1C(=O)c2cccnc2C1=O)NC1CCCCCC1 | 0.9 | -5.9 | 10.1 | 0.9 | 5.2 | -2.2 | 4.7 | 1 | 1 | 0.9
CN1CCN(S(=O)(=O)c2ccc(N3CCc4ccccc4C3)nc2)CC1 | 1 | 2.0 | 1.6 | 0.9 | 94.5* | -2.0 | -33.6 | 1 | 1.3 | 1
CCOc1cc(CN2CCSCC2)ccc1O | 0.8 | -13.1 | 18.3 | 0.9 | 20.1 | -4.5 | -0.1 | 1 | 1 | 0.8
COc1ccc(S(=O)(=O)N2CCCCC2C(=O)O)cc1OC (centres undefined) | 0.9 | -13.0 | 5.6 | 1 | -6.3 | -4.7 | 5.5 | 1 | 0.9 | 1.1
CC(=O)c1ccc(NC(=S)N2CC(C)CC(C)C2)cc1 (centres undefined) | 1 | -14.9 | 3.8 | 1 | -3.0 | -0.1 | -0.2 | 1 | 1 | 1
O=C(Nc1ccccc1)C(=O)c1cn(CC(=O)N2CCCCC2)c2ccccc12 | 1 | 5.8 | 1.8 | 1 | -2.6 | -4.5 | 11.5 | 1 | 0.9 | 0.9
O=C(/C(C=Nc1cccc(C(F)(F)F)c1)=C(/O)c1ccco1)C(F)(F)F | 1 | -1.3 | 2.3 | 1.3 | 3.6 | -3.9 | -23.1 | 1 | 1.2 | 1.3
CC(C)NC(=S)Nc1ccc(S(=O)(=O)Nc2ncccn2)cc1 | 1 | -3.1 | 3.5 | 1 | -9.4 | -3.0 | -5.5 | 1 | 1.1 | 1.1
Cc1ccc(C(=O)NN(CCC(=O)NC(C)(C)C)C2=NS(=O)(=O)c3ccccc32)cc1 | 0.9 | -18.6 | 11.7 | 1 | 33.6 | -4.9 | 48.8 | 1 | 0.5 | 0.9
Cc1nc(N=C(N)N)nc2c(C)cccc12 | 1.1 | -7.1 | -13.3 | 1 | 99.5* | -0.4 | -39.4 | 1 | 1.4 | 1
O=C(C[n+]1cccc(CNC(=O)c2ccc(OC(F)F)cc2)c1)Nc1cccc(C(F)(F)F)c1 | 1 | -0.5 | 0.6 | 0.9 | -5.4 | 0.3 | 3.2 | 1 | 1 | 0.8
O=C(NCc1ccccn1)c1c(O)c2cccc3c2n(c1=O)CC3 | 0.9 | -11.3 | 8.9 | 1.2 | -3.8 | -7.1 | 6.2 | 1.1 | 0.9 | 1.1
CC(/C=N/N1CCN(c2ccccc2)CC1)=C\c1ccccc1 | 0.9 | -12.4 | 6.1 | 1 | -1.7 | -5.2 | 7.9 | 1.1 | 0.9 | 1
CCc1ccc(-n2cccc2/C=C2/C(=N)N3C(=NC2=O)SN=C3S(C)(=O)=O)cc1 | 0.6 | -0.9 | 39.5 | 1 | -10.5 | 3.1 | 10.0 | 1 | 0.9 | 1.1
O=[N+]([O-])c1ccccc1S(=O)(=O)Oc1ccc(/C=N/n2cnnc2)cc1 | 0.9 | 6.9 | 11.5 | 1.1 | 37.0 | 2.3 | 4.2 | 1 | 1 | 1.1
CN(C)c1nnnn1-c1cccc(Oc2ncc(C(F)(F)F)cc2Cl)c1 | 0.9 | -15.4 | 9.9 | 1 | 0.5 | -5.8 | 12.0 | 1.1 | 0.9 | 1
COC(=O)C1CCN(C(=O)Cc2ccc(OC)c(OC)c2)CC1 | 1.1 | -4.0 | -9.5 | 1 | -6.3 | -0.8 | -2.6 | 1 | 1 | 1.1
O=C(Nc1cccnc1)c1ccccc1F | 0.9 | -8.1 | 8.0 | 1 | -2.6 | 1.2 | 9.3 | 1 | 0.9 | 1
Cc1nc2cc(-c3ccccc3)nn2c(C)c1CCC(=O)NCc1ccco1 | 1 | -12.5 | -0.4 | 1.1 | 2.1 | -7.3 | -13.4 | 1.1 | 1.1 | 1.1
Cc1ccc(C)c(NC(=O)C2CC(O)CN2C(=O)OC(C)(C)C)c1 (centres undefined) | 0.9 | -3.9 | 6.8 | 1 | 0.1 | -2.2 | 0.8 | 1 | 1 | 1.1
CC(=O)Nc1ccc(N/C=C/C(=O)C(C)(C)C)cc1 | 1 | -4.7 | 1.0 | 1 | -6.3 | -3.4 | 1.1 | 1 | 1 | 0.9
O=S(=O)(NCc1cccs1)c1cccc2cccnc12 | 0.9 | -12.3 | 10.0 | 1.1 | 2.8 | -2.5 | 7.9 | 1 | 0.9 | 1
O=C(CC1NCCNC1=O)Nc1ccc2c(c1)OCCO2 (centres undefined) | 1 | -18.4 | -2.1 | 1.1 | -6.7 | -5.6 | 14.4 | 1.1 | 0.9 | 1

Laid out differently: entries from further up.
| compound | Diaphorase act | TNAP inh noacc | Diaphorase inh | PMI act satM6P | L major viab | TNAP inh hiacc | bIAP inh | TNAP act hi DEA | bIAP act | PMI act |
| --- | --- | --- | --- | --- | --- | --- | --- | --- | --- | --- |
| CC(/C=N/N1CCN(c2ccccc2)CC1)=C\c1ccccc1 | 0.9 | -12.4 | 6.1 | 1 | -1.7 | -5.2 | 7.9 | 1.1 | 0.9 | 1 |
| CCc1ccc(-n2cccc2/C=C2/C(=N)N3C(=NC2=O)SN=C3S(C)(=O)=O)cc1 | 0.6 | -0.9 | 39.5 | 1 | -10.5 | 3.1 | 10.0 | 1 | 0.9 | 1.1 |
| O=[N+]([O-])c1ccccc1S(=O)(=O)Oc1ccc(/C=N/n2cnnc2)cc1 | 0.9 | 6.9 | 11.5 | 1.1 | 37.0 | 2.3 | 4.2 | 1 | 1 | 1.1 |
| CN(C)c1nnnn1-c1cccc(Oc2ncc(C(F)(F)F)cc2Cl)c1 | 0.9 | -15.4 | 9.9 | 1 | 0.5 | -5.8 | 12.0 | 1.1 | 0.9 | 1 |
